Compound activity: PubChem BioAssay, several laboratories
GRK2 aptamer HTS – inhibitors of human GRK2 displacing RNA aptamer; P25098; bead flow cytometry, FAM-aptamer displacement from GRK2; inhibition of aptamer binding, % at 10 µM; 330,000 compounds, 0.59% hits; AID 488847;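 active means inhibition of aptamer binding above 40%, roughly 3 SD of noise, on plates passing a quality check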;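 further: median bead fluorescence of bound FAM aptamer so fluorescent compounds give negative values; no value below 0 was filed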
Efflux pump mplx – antifungal efflux pump inhibition, Nile Red retention; S. cerevisiae Candida pump triplex; inhibition, % at 10 µM; 330,000 compounds, 0.44% hits; AID 485275;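 active means plate passing quality check with inhibition over a set limit, or well fluorescence over plate mean plus 4 SD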;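 further: Nile Red retained in pooled yeast measured as flow cytometry median fluorescence; 0% = buffer negative control and 100% = Enniatin B positive control; higher means more Nile Red kept so more efflux inhibition; some compounds called inactive have numbers as strong as hits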
GLD-1 TGE inh – GLD-1-TGE RNA interaction inhibition (C. elegans) | AID 2280 | 320,000 compounds, 0.44% hits | Q17339 | purified GLD-1 + fluorescein TGE RNA, fluorescence polarization | inhibition, % at 5.96 µM;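 active means percent inhibition above a per-plate cutoff, the plate mean of test compounds plus 3 SD, cut at about 30% in these data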;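 further: 0% = DMSO wells with GLD-1 and probe and 100% = wells lacking GLD-1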
Target sequence (Q17339 whole entry, looked up): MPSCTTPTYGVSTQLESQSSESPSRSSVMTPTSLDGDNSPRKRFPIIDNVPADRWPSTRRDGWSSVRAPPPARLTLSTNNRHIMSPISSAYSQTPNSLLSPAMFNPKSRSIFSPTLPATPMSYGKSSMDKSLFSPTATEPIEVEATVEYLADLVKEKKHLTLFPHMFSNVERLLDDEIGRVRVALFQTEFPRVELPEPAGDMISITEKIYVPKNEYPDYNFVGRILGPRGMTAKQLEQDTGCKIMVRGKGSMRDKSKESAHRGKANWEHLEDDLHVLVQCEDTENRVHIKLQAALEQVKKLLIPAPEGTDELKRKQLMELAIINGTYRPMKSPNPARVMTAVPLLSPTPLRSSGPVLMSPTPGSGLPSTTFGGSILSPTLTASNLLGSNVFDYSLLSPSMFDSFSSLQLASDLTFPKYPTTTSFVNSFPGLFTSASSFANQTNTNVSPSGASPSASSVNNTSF
VLA-4 inh – inhibition in a human VLA-4 binding assay; AID 2557; inhibition, % (about 7 µM as worked out from the volumes in the protocol); 330,000 compounds, 0.2% hits; VLA-4 expressing cells, ligand binding flow cytometry; P13612; in the data active means inhibition above about 50%
PME-1 inh – blocks human protein phosphatase methylesterase 1 | Q9Y570 | recombinant PME-1, FP-Rh probe fluorescence polarization | inhibition, % at 5.9 µM | 320,000 compounds, 0.53% hits;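 active means inhibition above the campaign mean of all compounds plus 3 SD, cut at about 26% in these data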;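 further: competitive labeling of PME-1 active site by serine hydrolase directed probe; 0% = PME-1 with DMSO and 100% = wells lacking PME-1 enzyme; inhibitors block probe labeling so polarization falls and inhibition rises; many of its hits are not listed in these tables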
MCL1 BIM primary – disrupts human MCL1 binding to BIM-BH3 peptide. Q07820. GST-MCL1 / FITC-Bim-BH3 fluorescence polarization. 320,000 compounds, 0.68% hits. inhibition, % at 10.9 µM. AID 2057;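 active means inhibition above the mean inhibition of all tested compounds plus 3 SD, set per campaign, cut at about 40% in these data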;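 further: 0% = DMSO wells and 100% = unlabeled Bim-BH3 peptide control; higher means more loss of mP so more displacement of Bim peptide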
Target sequence (Q07820 whole entry, looked up): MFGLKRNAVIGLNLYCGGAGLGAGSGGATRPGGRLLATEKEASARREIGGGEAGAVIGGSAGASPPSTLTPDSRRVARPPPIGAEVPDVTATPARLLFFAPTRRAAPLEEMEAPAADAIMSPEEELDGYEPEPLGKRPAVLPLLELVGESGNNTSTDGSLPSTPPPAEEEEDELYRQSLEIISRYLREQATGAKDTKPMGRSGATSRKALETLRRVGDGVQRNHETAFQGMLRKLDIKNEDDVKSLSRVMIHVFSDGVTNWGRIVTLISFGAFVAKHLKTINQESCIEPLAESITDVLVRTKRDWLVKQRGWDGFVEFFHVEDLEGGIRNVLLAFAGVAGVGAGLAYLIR
MEX-5 binding – C. elegans MEX-5 TCR-2 RNA binding activity. 300,000 compounds, 0.38% hits. activity score (negative = inhibition of binding), % at 10 µM. AID 1832. MEX-5/FITC-TCR2 RNA binding, fluorescence polarization; hits give low values. Q9XUB2;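 active means inhibition past about -25% in most replicates, and total fluorescence under double the plate's negative control median, limit read from the data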;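 further: 0% = DMSO and -100% = 5 µM competing unlabeled TCR2 RNA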
BCLXL inh – Bcl-xL (human) inhibition; Q07817; GST-Bcl-xL / FITC-Bim BH3 peptide fluorescence polarization; inhibition, % at 10.9 µM; 320,000 compounds, 0.7% hits;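 active means inhibition above the mean of all tested compounds plus 3 SD, cutoff set per campaign, cut at about 30% in these data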;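 further: 0% = DMSO wells and 100% = unlabeled Bim-BH3 peptide competitor; inhibitors lower millipolarization by displacing the labeled peptide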
Target sequence (Q07817 whole entry, looked up): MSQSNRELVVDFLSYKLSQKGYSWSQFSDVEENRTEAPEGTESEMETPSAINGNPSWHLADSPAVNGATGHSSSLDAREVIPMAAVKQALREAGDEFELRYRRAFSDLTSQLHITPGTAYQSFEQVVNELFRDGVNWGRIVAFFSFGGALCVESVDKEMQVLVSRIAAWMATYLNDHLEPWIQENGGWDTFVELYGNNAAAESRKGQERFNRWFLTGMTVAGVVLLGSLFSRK
Fam108B inh – counter-screen for RBBP9 inhibitors: inhibitors of mouse Fam108B; recombinant Fam108B, FP-Rh probe fluorescence polarization; inhibition, % at 9.51 µM; 300,000 compounds, 0.33% hits; AID 1947;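 active means inhibition above the screen mean inhibition plus 3 SD, computed separately per campaign, cut at about 18% in these data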;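 further: inhibitors lower polarization as less probe binds the enzyme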
Active calls of the source: *; x = no result given.

SMILES,GLD-1 TGE inh,GRK2 aptamer HTS,Fam108B inh,Efflux pump mplx,PME-1 inh,MEX-5 binding,VLA-4 inh,MCL1 BIM primary,BCLXL inh
COc1ccc(N=C2C(=O)Nc3ccc(C)c(Br)c32)cc1,-1.1,1.0,7.3,-0.2,1.5,1.7,-8.1,14.5,5.8
O=[N+]([O-])c1ccc2c(c1)C(O)n1nc(-c3ccccc3)nc1S2 (stereo unspecified),3.5,0.0,-2.5,0.0,1.0,-1.5,-2.4,2.5,7.9
CCOc1ccc(OCC)c(S(=O)(=O)n2ccnc2C)c1,-0.3,0.0,0.9,0.1,-1.8,0.2,6.1,19.4,3.8
C=CCSc1nc2sc3c(c2c(=O)n1CC)CCC3,-7.0,2.0,-0.5,0.0,-3.6,-1.6,2.1,8.6,7.4
Cc1ccc(-n2nc3c(N4CCC(C(=O)NCCc5cccs5)CC4)nnc(C)c3c2C)cc1,-9.4,0.0,-1.1,0.0,-13.3,1.1,2.7,10.5,5.8
Cc1onc(-c2c(F)cccc2Cl)c1C(=O)OCc1nnc(-c2ccccc2)o1,-1.0,0.0,x,-0.3,-1.3,x,-11.8,-1.9,0.9
COC(=O)c1c(NC(=O)CSc2n[nH]c(N)n2)sc(C)c1C,7.1,0.0,-0.6,-0.5,3.1,-0.1,-1.8,-5.2,1.2
O=c1c2ccccc2nnn1CSc1ccccc1F,1.3,0.0,-0.1,0.1,-1.5,0.2,13.5,3.0,0.0
Cc1ccc(CC2(O)CC(C)N(C)CC2C)c(C)c1 (stereo unspecified),9.1,56.0*,-0.5,0.0,-6.0,-0.1,5.1,-0.6,-0.7
Nc1nccc(/C=C/c2c(Cl)cccc2Cl)n1,0.8,0.0,1.3,0.3,0.3,-0.9,29.1,-3.3,1.5
CC(=O)Nc1ccc(C(=O)NCC(=O)OCc2c(F)cccc2Cl)cc1,3.7,0.0,-0.6,0.0,-0.8,1.4,23.5,2.7,4.8
O=C(/C(=C/O)N=Nc1ccccc1)c1cccs1,1.5,7.0,-0.9,0.0,-0.1,-2.8,0.5,3.3,0.9
CCN1C(=O)C(CC(=O)Nc2c(C)cccc2C)SC1=Nc1ccc(S(N)(=O)=O)cc1 (stereo unspecified),-4.4,0.0,14.2,0.0,0.9,2.3,-1.2,3.1,-0.2
CC(C)C(NS(=O)(=O)c1cccs1)C(=O)NCc1ccc2c(c1)OCO2 (stereo unspecified),-0.1,1.0,-2.2,0.6,1.5,1.1,42.9,2.4,3.0
CC(C)CN1CCC(=O)N([C@H](CO)Cc2ccccc2)CC1,1.5,0.0,2.0,0.1,1.6,-4.7,-5.2,-0.1,2.9
COc1ccc(S(=O)(=O)Cc2ccc(C(=O)N3CCN(C4CCCCC4)CC3)o2)cc1,0.8,8.0,3.8,0.2,0.9,-4.2,23.8,0.1,1.9
CCN1CCN(C(c2cccs2)C(C)NC(=S)NC2CCCCC2)CC1 (stereo unspecified),1.0,0.0,1.1,-0.2,-3.9,x,5.2,7.0,4.9
CCSC1=NC(C)(C)C=C(C)N1,-3.5,3.0,2.6,0.3,1.2,0.1,2.8,-14.8,0.8
COc1ccc(Cl)cc1S(=O)(=O)N1CCCC(C(=O)NCC(N)=O)C1 (stereo unspecified),7.8,1.0,-3.1,0.0,-5.8,0.6,6.4,6.9,2.9
CCOP(=O)(c1ccc(N(C)C)cc1)C(O)c1c(Cl)cccc1Cl (stereo unspecified),-0.9,0.0,-1.7,0.0,0.7,-1.6,10.3,0.5,2.8
COc1cc(/C=N/NC(=O)c2cccc(N3CCCC3=O)c2)ccc1O,7.3,0.0,0.2,0.1,3.0,1.1,2.3,9.0,0.8
COc1cc(NC(=O)c2ccco2)c(OC)cc1NC(=O)c1cc(OC)c(OC)c(OC)c1,3.8,0.0,-0.5,0.3,2.8,x,-17.4,5.8,-0.2
COc1ccccc1C(=O)COC(=O)Cc1n[nH]c(=O)c2ccccc12,-2.9,1.0,2.6,0.0,-5.3,0.3,-2.0,-6.3,1.0
CN(C)S(=O)(=O)c1ccc(NC(=O)Cn2c(-c3ccccc3)noc2=O)cc1,1.5,0.0,-3.3,0.1,2.0,1.1,-1.5,0.4,2.2
Cc1ccccc1-c1nc(C#N)c(N2CCC(C)CC2)o1,1.7,1.0,3.6,-0.2,5.6,1.1,1.5,7.7,0.2
Cc1onc(-c2c(F)cccc2Cl)c1C(=O)Nc1cccc2nsnc12,6.3,0.0,0.8,0.0,-8.7,-1.2,-5.5,-2.1,-2.3
c1csc(C2=NNC(=NC3CCCCC3)SC2)c1,4.2,1.0,-0.4,0.2,-6.4,0.2,1.7,2.9,7.5
CC(=O)C(C)n1c(CN(C)Cc2ccccc2)nc2c1c(=O)n(C)c(=O)n2C (stereo unspecified),3.6,1.0,1.6,0.1,1.4,1.2,14.9,4.5,5.1
Cn1c(=O)c(C(=O)Nc2ccccn2)c(O)c2ccccc21,-5.6,0.0,1.1,-0.1,-0.5,0.1,10.0,5.3,7.4
CCCCCCSc1cc(-c2nc3ccc(C)cn3c2NCCCC)ccc1OC,17.0,0.0,x,-0.1,x,x,-60.9,x,x
COC(=O)[C@]1(CC(C)C)N[C@H](c2ccc(-c3ccc(OC)cc3)cc2)[C@@H]2C(=O)N(C)C(=O)[C@@H]21,-4.8,0.0,-4.3,-0.1,-3.0,0.3,-6.2,8.8,5.4
CCOCCCNC(=O)c1cc2c(=O)n3cccc(C)c3nc2s1,7.5,0.0,-4.7,-0.1,1.7,-3.8,0.1,-0.8,-0.1
O=c1c2c([nH]n1-c1ccccc1)CCCC2,-0.2,1.0,1.7,0.2,4.2,-1.6,-2.0,11.7,3.0
Cc1cccc(-n2ncc3c(NCCCN4CCCC4=O)ncnc32)c1,-3.0,0.0,0.4,0.0,5.2,-0.1,-2.8,-4.3,-1.2
CN1C(=O)/C(=C/c2ccco2)SC1=Nc1ccc(N2CCOCC2)cc1,-0.2,0.0,-0.2,-0.1,1.4,-1.4,13.3,5.1,4.8
CCc1ccc2c(CN3CCC(C(=O)OC)CC3)cc(=O)oc2c1,1.8,1.0,-2.2,0.5,2.7,-2.2,9.3,-0.2,-2.7
CC1CCCN(C(=O)CN2CCC(c3nc4ccc(Cl)cc4[nH]3)CC2)C1 (stereo unspecified),-3.2,0.0,-3.0,0.4,-7.5,4.1,-2.0,1.9,6.8
COc1cc(C(O)P(=O)(OC(C)C)c2ccc(N(C)C)cc2)cc(OC)c1OC (stereo unspecified),3.0,1.0,-0.2,0.0,-3.1,-2.5,25.2,2.5,7.4
CCOc1ccc(NS(=O)(=O)c2ccc(C(=O)NCC(c3cccs3)N3CCOCC3)cc2)cc1 (stereo unspecified),12.1,0.0,-2.1,0.0,-0.2,0.4,37.7,-1.6,0.9
CCN(CC)S(=O)(=O)c1ccc(C(=O)OCC(=O)NCc2ccco2)cc1,-11.4,7.0,2.9,0.1,-0.6,0.1,6.2,-6.6,-1.4
Cc1ccccc1NC(=O)Cc1nc(COC(=O)C(C)C)cs1,2.8,2.0,-3.9,-0.2,3.0,3.3,13.0,-11.9,0.2
CN(Cc1ccccc1)C(=O)c1ccc(NC(=O)C2CCCN(C(=O)OC(C)(C)C)C2)cc1 (stereo unspecified),0.3,0.0,x,-0.2,x,x,8.8,x,x
Cc1ccc(C)c(N=Cc2ccc(-c3ccc([N+](=O)[O-])cc3)o2)c1,-1.9,4.0,3.6,0.1,-1.2,0.8,-13.1,1.0,2.5
Cc1ccc(CN(C(=O)c2ccccc2C)C2CCS(=O)(=O)C2)o1 (stereo unspecified),-1.7,1.0,-3.1,-0.2,1.0,2.3,-0.7,4.9,1.3
COCCNS(=O)(=O)c1ccc(-c2ccc(Cl)cc2)cc1,-0.8,2.0,-0.6,0.3,1.7,0.9,23.1,1.3,2.3
CC(C)(C)c1ccc(S(=O)(=O)N2CCCC2C(=O)N2CCOCC2)cc1 (stereo unspecified),-2.1,0.0,0.2,0.4,0.5,0.5,18.5,-0.4,6.5
O=C(CN(Cc1ccc2c(c1)OCO2)C(=O)CNS(=O)(=O)c1ccccc1)NCc1ccco1,4.5,1.0,-1.5,0.2,1.9,0.1,8.1,4.8,3.6
CC1CCN(C(=O)COC(=O)c2ccc3c(c2)OCO3)CC1,-6.2,4.0,0.9,0.3,-9.1,2.1,2.0,0.7,-0.2
CC(C(=O)c1ccccc1)[n+]1cccc(Br)c1 (stereo unspecified),6.6,0.0,1.5,-0.3,-5.9,0.7,-2.8,4.0,5.4
CSc1ncccc1C(=O)N1CCCC(CCC(=O)NCc2ccccc2F)C1 (stereo unspecified),-3.1,1.0,2.5,-0.1,-3.1,2.2,14.8,-2.6,3.7
CCCOc1ccc(C(=O)NCCCn2ccnc2)cc1,4.9,0.0,-2.8,0.0,-1.4,0.3,3.1,-0.4,2.5
Cc1cccc(OCC(=O)Nc2ccc3c(c2)OCCO3)c1,-1.1,0.0,0.8,0.1,-1.9,x,2.0,1.1,-0.1
COc1cccc(/C=N/NC(=O)CNC(=O)/C=C\c2ccccc2)c1O,10.2,5.0,-2.3,0.0,0.4,-0.5,1.5,0.2,1.6
CC(=O)Nc1ccc(N=Cc2ccc(OCc3ccccc3)cc2)cc1,7.4,1.0,1.2,0.1,-8.9,-3.3,18.8,8.9,11.4
CCC(C)(C)NC(=O)C(c1cccnc1)N(C(=O)c1csnn1)c1ccc(C)cc1 (stereo unspecified),-8.5,1.0,-2.2,0.0,-4.7,0.5,-7.2,-7.6,0.0
COc1ccc(NCCC(O)c2ccc(Cl)cc2)cc1 (stereo unspecified),-3.5,3.0,1.7,0.1,4.0,2.6,-1.7,8.7,4.2

More entries
SMILES,GLD-1 TGE inh,GRK2 aptamer HTS,Fam108B inh,Efflux pump mplx,PME-1 inh,MEX-5 binding,VLA-4 inh,MCL1 BIM primary,BCLXL inh
c1ccc(CCc2ccccc2-c2nc(-c3ccccn3)no2)cc1,4.8,0.0,-9.5,-0.1,-5.0,-0.1,25.8,10.8,8.2
O=C(COC(=O)c1ccc(Cl)nc1)Nc1ncc(Cl)cc1Cl,-1.6,6.0,6.3,0.2,7.8,0.0,-0.4,8.4,3.4
CCCCCOc1ccc(CN2CCOCC2)cc1Cl,-2.4,0.0,3.0,0.0,-5.5,2.2,-8.6,5.2,6.5
C=C(C)C(COc1c2occc2cc2ccc(=O)oc12)OC(C)(C)C(O)COc1c2occc2cc2ccc(=O)oc12 (stereo unspecified),1.5,0.0,x,-0.2,x,x,3.3,x,x
O=c1c(-c2ccc(O)cc2)coc2c([C@@H]3O[C@H](CO)[C@@H](O)[C@H](O)[C@H]3O)c(O)ccc12,2.8,4.0,x,-0.2,-1.7,x,0.0,-0.6,0.2
O=C(N/N=C/c1coc2ccc(Cl)cc2c1=O)c1ccncc1,x,6.0,x,0.0,x,0.3,7.6,x,x
CCOc1ccc(OCCN2C(=O)c3ccccc3C2=O)cc1,-3.6,0.0,-5.0,0.2,3.2,3.2,22.3,-9.2,-1.8
CCOc1ccc(CN(CC)C(=O)Cc2c[nH]c3ccccc23)cc1OC,7.3,0.0,-4.2,-0.2,1.6,2.4,5.3,-14.1,-5.3

Some of the compounds tested. The share of hits here may be higher or lower than overall.
